High-throughput results (PubChem)
STK33 kinase inh: blocks human STK33 kinase activity. hit rate 0.073% among 320,000. inhibition, % at 10 µM. Q9BYT3. purified STK33, MBP phosphorylation, ADP-Glo luminescence;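 active = inhibition at or above 25%, using the most active replicate where run in duplicate; inactive = inhibition below 25%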
Target sequence (Q9BYT3 whole entry, looked up): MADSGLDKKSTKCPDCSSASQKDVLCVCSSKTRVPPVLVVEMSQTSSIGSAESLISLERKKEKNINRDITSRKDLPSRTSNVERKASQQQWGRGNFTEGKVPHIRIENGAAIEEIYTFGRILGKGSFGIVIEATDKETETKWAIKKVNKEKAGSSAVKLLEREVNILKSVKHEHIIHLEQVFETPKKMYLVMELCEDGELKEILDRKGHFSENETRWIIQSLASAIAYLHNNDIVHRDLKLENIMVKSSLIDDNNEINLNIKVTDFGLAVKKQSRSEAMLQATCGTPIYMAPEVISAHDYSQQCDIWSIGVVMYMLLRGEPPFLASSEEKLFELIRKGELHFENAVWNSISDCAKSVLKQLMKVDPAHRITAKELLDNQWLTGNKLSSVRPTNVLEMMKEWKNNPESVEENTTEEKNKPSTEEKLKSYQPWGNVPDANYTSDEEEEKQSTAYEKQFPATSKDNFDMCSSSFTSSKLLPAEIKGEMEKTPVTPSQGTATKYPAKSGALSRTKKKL
OX1R antag-1: OX1R (human) antagonism | AID 485270 | inhibition, % at 6.6 µM | hit rate 1.8% among 330,000 | OX1R-expressing cells, FRET antagonist read-out; in the data active = inhibition mostly above about 38%, no sharp cut-off; inactive = mostly below about 40%;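 also: 0% = agonist challenge alone and 100% = reference antagonist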
Target sequence (O43613 whole entry, looked up): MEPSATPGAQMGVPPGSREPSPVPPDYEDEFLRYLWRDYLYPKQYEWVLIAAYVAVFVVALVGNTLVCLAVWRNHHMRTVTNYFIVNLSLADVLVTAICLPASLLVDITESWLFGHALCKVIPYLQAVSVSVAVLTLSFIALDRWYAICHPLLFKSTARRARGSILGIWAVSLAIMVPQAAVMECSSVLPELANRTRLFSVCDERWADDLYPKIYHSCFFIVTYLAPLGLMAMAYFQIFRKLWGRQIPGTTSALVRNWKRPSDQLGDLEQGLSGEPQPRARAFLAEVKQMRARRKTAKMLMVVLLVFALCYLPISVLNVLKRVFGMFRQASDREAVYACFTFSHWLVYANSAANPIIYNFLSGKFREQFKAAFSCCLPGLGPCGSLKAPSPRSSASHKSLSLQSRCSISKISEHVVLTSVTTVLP
OX1R antag-2: human HCRTR1 antagonism; inhibition, % at 5 µM; hit rate 0.43% among 330,000; AID 434989; O43613; CHO/OX1R cells, Fluo-8 calcium fluorescence, orexin A;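 active = inhibition above its plate's threshold, mean inhibition of all tested compounds on the plate plus 3 SD, cut at about 37% in these data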;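 also: 0% = orexin A challenge wells and 100% = SB-334867-A antagonist wells; not every result past the cut was called active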
* marks the source's active call; other numbers are inactive results.

How did CCOc1ccc(OCCCC(=O)Nc2cc(Cl)ccc2-n2cncn2)cc1 do in these assays?
STK33 kinase inh: 0.2; OX1R antag-1: 1; OX1R antag-2: -1

How did C[C@H](CO)N1C[C@H](C)[C@@H](CN(C)Cc2ccc(Cl)c(Cl)c2)Oc2c(NC(=O)C3CC3)cccc2C1=O do in these assays?
STK33 kinase inh: 0.3; OX1R antag-1: 0; OX1R antag-2: -9

What do the screens show for `COc1ccc(S(=O)(=O)N2CCOCC2)cc1Br`?
STK33 kinase inh: 1.2; OX1R antag-1: 18; OX1R antag-2: -10

What do the screens show for `CCOc1cc(-c2nc(-c3ccccc3OC)no2)cc(OCC)c1OCC`?
STK33 kinase inh: -1.1; OX1R antag-1: 8; OX1R antag-2: -28

How did O=C(Nc1cccc(C(=O)N2CCCC2)c1)c1ccccc1 do in these assays?
STK33 kinase inh: -2.8; OX1R antag-1: 16; OX1R antag-2: -7

How did COc1ccc(C2CC(c3ccccc3)=NN2C(=O)COC(=O)CNC(=O)c2ccccc2)cc1 (configuration not stated) do in these assays?
STK33 kinase inh: 1.4; OX1R antag-1: 14; OX1R antag-2: -13

How did CCO[C@H]1OC(C(=O)N2CCOCC2)=C[C@@H](C)[C@@H]1CCCO do in these assays?
STK33 kinase inh: -0.1; OX1R antag-1: 14; OX1R antag-2: 1

What do the screens show for `COc1cc(OC)cc(C(=O)OCC(=O)NC(C)CCc2ccccc2)c1` (configuration not stated)?
STK33 kinase inh: -1.0; OX1R antag-1: 11; OX1R antag-2: -14

Results for Cc1cccc(C(=O)NC(=S)Nc2ccc(S(=O)(=O)N3CCCCC3)cc2)c1 ?
STK33 kinase inh: 0.0; OX1R antag-1: 5; OX1R antag-2: -2

Results for COc1ccc2oc(=O)c(C(=O)NCc3ccc(C)cc3)cc2c1 ?
STK33 kinase inh: -0.5; OX1R antag-1: 14; OX1R antag-2: -29

How did Cc1ccc(C)c(S(=O)(=O)N2CCN(C(=O)CCC(=O)c3cc(C)sc3C)CC2)c1 do in these assays?
STK33 kinase inh: 0.0; OX1R antag-1: 21; OX1R antag-2: -37

How did O=Nc1c(-c2ccccc2)cc2ccccn12 do in these assays?
STK33 kinase inh: 0.9; OX1R antag-1: 153*; OX1R antag-2: -4

Results for O=C(NCc1ccco1)C(=O)NCC1OCCCN1S(=O)(=O)c1ccc(F)cc1 (configuration not stated) ?
STK33 kinase inh: 0.5; OX1R antag-1: 20; OX1R antag-2: -6

How did O=C(O)CSc1nnc(-c2cccc(S(=O)(=O)N3CCOCC3)c2)n1-c1ccc(F)cc1 do in these assays?
STK33 kinase inh: -2.3; OX1R antag-1: 6; OX1R antag-2: 4

What do the screens show for `CCC[C@H]1COCCS(=O)(=O)N1Cc1ccccc1F`?
STK33 kinase inh: -0.2; OX1R antag-1: 16; OX1R antag-2: -8

How did CC(C)(C)c1ccc(C2C(C(=O)c3ccco3)=C(O)C(=O)N2CC2CCCO2)cc1 (configuration not stated) do in these assays?
STK33 kinase inh: -0.3; OX1R antag-1: 13; OX1R antag-2: -11

What do the screens show for `CC(CNc1ccc([N+](=O)[O-])cc1)NC(=O)c1ccccc1Br` (configuration not stated)?
STK33 kinase inh: 0.4; OX1R antag-1: 15; OX1R antag-2: -3

How did COc1ccc(N2CCN(C3CCCN(C(=O)CSC)C3)CC2)cc1 (configuration not stated) do in these assays?
STK33 kinase inh: 0.2; OX1R antag-1: -8; OX1R antag-2: -14

Results for O=C(O)/C=C/c1ccc(OCc2cccc(F)c2)cc1 ?
STK33 kinase inh: -2.3; OX1R antag-1: 2; OX1R antag-2: -1

How did Cc1ccc2c(c1)nnn2C1CCN(CC(=O)NCc2ccccc2F)CC1 do in these assays?
STK33 kinase inh: -2.3; OX1R antag-1: 3; OX1R antag-2: -29

How did Cc1ccc(C)c(N2CCN(S(=O)(=O)c3cc4c(cc3Cl)NC(=O)CO4)CC2)c1 do in these assays?
STK33 kinase inh: -0.5; OX1R antag-1: 4; OX1R antag-2: -14

How did CC(NC(=O)COC(=O)CCc1ccccc1)c1ccccc1 (configuration not stated) do in these assays?
STK33 kinase inh: 8.6; OX1R antag-1: 18; OX1R antag-2: -15

Results for Cc1nc(C(=O)NC2CC2)sc1C1(C)CC(c2cccc([N+](=O)[O-])c2)=NO1 (configuration not stated) ?
STK33 kinase inh: -2.3; OX1R antag-1: 18; OX1R antag-2: -14

Results for CCCCCC(=O)NNC(=O)c1ccc(-c2ccccc2)cc1 ?
STK33 kinase inh: 1.6; OX1R antag-1: 1; OX1R antag-2: 0

How did COc1ccc(CNC(=O)CN(CCC(C)C)S(=O)(=O)c2ccc3c(c2)OCCO3)cc1 do in these assays?
STK33 kinase inh: -1.8; OX1R antag-1: 12; OX1R antag-2: -32

How did CCN(CC(=O)Nc1c(F)cccc1F)C(=O)c1cn2ccccc2n1 do in these assays?
STK33 kinase inh: -0.6; OX1R antag-1: -1; OX1R antag-2: -5

What do the screens show for `Cc1nnc(SCC(=O)NCCOc2ccc(Cl)cc2)n1-c1ccccc1`?
STK33 kinase inh: -0.3; OX1R antag-1: 24; OX1R antag-2: -17

Results for COc1ccc(/C=C2\Sc3ccc(C(=O)NC4CC4)cc3N(C)C2=O)cc1OC ?
STK33 kinase inh: -2.4; OX1R antag-1: 14; OX1R antag-2: -12

What do the screens show for `CCOc1cccc(CN2CCC(n3nccc3NC(=O)C3CC3)CC2)c1O`?
STK33 kinase inh: -0.2; OX1R antag-1: 23; OX1R antag-2: -24

Results for CC(=O)C1=C(O)C(=O)N(Cc2ccco2)C1c1ccccc1 (configuration not stated) ?
STK33 kinase inh: -1.3; OX1R antag-1: 28; OX1R antag-2: -8

What do the screens show for `N#Cc1ccc(-c2nnnn2-c2ccc3c(c2)OCO3)cc1`?
STK33 kinase inh: 0.2; OX1R antag-1: 12; OX1R antag-2: -9

How did CN/C=C1\C(=O)C(C)(C)Oc2ccc3ccc(=O)oc3c21 do in these assays?
STK33 kinase inh: 1.6; OX1R antag-1: 22; OX1R antag-2: -30

How did C/C(=N\NC(=O)Nc1ccccc1)c1ccc2ccccc2c1 do in these assays?
STK33 kinase inh: -0.2; OX1R antag-1: 11; OX1R antag-2: -21

What do the screens show for `Cc1nc(NCCc2ccccc2)c(C#N)c(C)c1[N+](=O)[O-]`?
STK33 kinase inh: -0.6; OX1R antag-1: 7; OX1R antag-2: -44

How did CC(Oc1ccc2c(c1)c1ccnc3c4ccccc4c(=O)n2c13)C(=O)NCCN1CCOCC1 (configuration not stated) do in these assays?
STK33 kinase inh: 75*; OX1R antag-1: 19; OX1R antag-2: -30

How did Cc1cc(C)cc(OCC(=O)N2CCN(c3ncccn3)CC2)c1 do in these assays?
STK33 kinase inh: -2.6; OX1R antag-1: -2; OX1R antag-2: -15

Results for CC1=C(C(=O)OCc2ccccc2)C(c2ccsc2)C(C#N)=C(N)O1 (configuration not stated) ?
STK33 kinase inh: 0.9; OX1R antag-1: 20; OX1R antag-2: -12

Results for COC(=O)c1sc2ncccc2c1OCc1cccc(Cl)c1 ?
STK33 kinase inh: 0.8; OX1R antag-1: 8; OX1R antag-2: -24

Results for COc1cc(/C=C/C(=O)OCC(=O)NC(=O)NC(C)C)ccc1OCC#N ?
STK33 kinase inh: -1.8; OX1R antag-1: 12; OX1R antag-2: -17

Results for CCOC(=O)c1[nH]c(C)c(C(=O)OCCN2C(=O)c3ccccc3C2=O)c1C ?
STK33 kinase inh: -1.5; OX1R antag-1: 13; OX1R antag-2: -16

What do the screens show for `Cc1nn(-c2ccccn2)c2c1C(c1ccsc1)C1=C(CCCC1=O)N2` (configuration not stated)?
STK33 kinase inh: 0.7; OX1R antag-1: 13; OX1R antag-2: -29

Results for CCCn1c(=O)c2[nH]c(C3CCCC3)nc2n(CCC)c1=O ?
STK33 kinase inh: -1.9; OX1R antag-1: 15; OX1R antag-2: -16

What do the screens show for `Cc1ccccc1NC(=S)NC(=O)Cc1ccc(Cl)cc1`?
STK33 kinase inh: -1.7; OX1R antag-1: -3; OX1R antag-2: 17

Results for Oc1cccc(NC(=S)N=Nc2c(O)[nH]c3ccc(Br)cc23)c1 ?
STK33 kinase inh: -1.2; OX1R antag-1: 33; OX1R antag-2: -7

What do the screens show for `Cc1ccccc1CSc1[nH]c(=O)ncc1C`?
STK33 kinase inh: 0.1; OX1R antag-1: 4; OX1R antag-2: -14

What do the screens show for `CC(=O)c1ccc(NC(=O)Cn2cnc(S(=O)(=O)N3CCCC3)c2)cc1`?
OX1R antag-1: 13; OX1R antag-2: 3

How did C[C@@H]1CC[C@@]2(O[C@@H](CCO)C[C@H](O)[C@H]2O)O1 do in these assays?
STK33 kinase inh: -0.2; OX1R antag-1: 5; OX1R antag-2: 3

What do the screens show for `CN(C)C(=O)C12CCC(C)(C(=O)C1Br)C2(C)C` (configuration not stated)?
STK33 kinase inh: 0.4; OX1R antag-1: 18; OX1R antag-2: -18

How did O=C(c1ccc(Cl)cc1)C1CCCN(Cc2cccn2-c2ccccn2)C1 (configuration not stated) do in these assays?
STK33 kinase inh: -1.7; OX1R antag-1: 8; OX1R antag-2: -22

What do the screens show for `CCNC(=O)c1ccccc1NC(=O)c1cccc(S(=O)(=O)N2CCOCC2)c1`?
STK33 kinase inh: 4.6; OX1R antag-1: 4; OX1R antag-2: -11

Results for CCOc1ccc(NC(=O)NC23CC4CC(CC(C4)C2)C3)cc1 ?
STK33 kinase inh: -2.1; OX1R antag-1: 20; OX1R antag-2: -20

How did N#Cc1c(-c2cccnc2)c2c([nH]c1=O)-c1ccccc1OC2 do in these assays?
STK33 kinase inh: -1.7; OX1R antag-1: 13; OX1R antag-2: -14

Results for CC(OC(=O)c1nsc(Cl)c1Cl)C(=O)NC(C)(C)C (configuration not stated) ?
STK33 kinase inh: -0.4; OX1R antag-1: 15; OX1R antag-2: -14

Results for Oc1ccc(-c2nnc(Nc3ccccc3)c3ccccc23)cc1 ?
STK33 kinase inh: -0.1; OX1R antag-1: 12; OX1R antag-2: -1

Results for Cc1cc(=O)[nH]c(SCC(=O)/C=C2\N(C)c3ccccc3C2(C)C)n1 ?
STK33 kinase inh: 2.1; OX1R antag-1: 24; OX1R antag-2: 34

What do the screens show for `COC(=O)COc1ccc(S(=O)(=O)NCc2ccco2)cc1Cl`?
STK33 kinase inh: 1.6; OX1R antag-1: 14; OX1R antag-2: -11

What do the screens show for `CC1CCN(Cc2c(C(=O)N/N=C/c3ccc(OC(C)C)cc3)nnn2-c2nonc2N)CC1`?
STK33 kinase inh: 5.5; OX1R antag-1: 28; OX1R antag-2: -32

What do the screens show for `O=C(Cc1c[nH]c2ccccc12)NCc1ccccc1F`?
STK33 kinase inh: 10.0; OX1R antag-1: 29; OX1R antag-2: -14

How did Cc1cc[n+](CC(=O)c2cc3ccccc3oc2=O)cc1 do in these assays?
STK33 kinase inh: -3.0; OX1R antag-1: 78*; OX1R antag-2: -7

How did Cc1cnccc1CN(C)C(=O)CC1C(=O)NCCN1CC1CCCCC1 (configuration not stated) do in these assays?
STK33 kinase inh: 0.6; OX1R antag-1: 6; OX1R antag-2: -2

By substructure: the entries above with a thiophene ring, fused or not
How did Cc1ccc(C)c(S(=O)(=O)N2CCN(C(=O)CCC(=O)c3cc(C)sc3C)CC2)c1 do in these assays?
STK33 kinase inh: 0.0; OX1R antag-1: 21; OX1R antag-2: -37

Results for CC1=C(C(=O)OCc2ccccc2)C(c2ccsc2)C(C#N)=C(N)O1 (configuration not stated) ?
STK33 kinase inh: 0.9; OX1R antag-1: 20; OX1R antag-2: -12

Results for COC(=O)c1sc2ncccc2c1OCc1cccc(Cl)c1 ?
STK33 kinase inh: 0.8; OX1R antag-1: 8; OX1R antag-2: -24

What do the screens show for `Cc1nn(-c2ccccn2)c2c1C(c1ccsc1)C1=C(CCCC1=O)N2` (configuration not stated)?
STK33 kinase inh: 0.7; OX1R antag-1: 13; OX1R antag-2: -29

Of the compounds above, these contain a tert-butyl group:
How did CC(C)(C)c1ccc(C2C(C(=O)c3ccco3)=C(O)C(=O)N2CC2CCCO2)cc1 (configuration not stated) do in these assays?
STK33 kinase inh: -0.3; OX1R antag-1: 13; OX1R antag-2: -11

Results for CC(OC(=O)c1nsc(Cl)c1Cl)C(=O)NC(C)(C)C (configuration not stated) ?
STK33 kinase inh: -0.4; OX1R antag-1: 15; OX1R antag-2: -14

Remaining list, next part
Results for Cc1ccccc1NC(=O)c1c([N+](=O)[O-])c(C(C)(C)C)nn1C ?
OX1R antag-1: 12; OX1R antag-2: -19

What do the screens show for `COc1ccc(-c2c(NC(=O)C(C)C)n(C)c3ccccc3c2=O)cc1`?
STK33 kinase inh: -1.2; OX1R antag-1: 3; OX1R antag-2: -6

How did CCC(C)NC(=O)CSc1nc2c(sc(=S)n2-c2cc(Cl)ccc2OC)c(=O)[nH]1 (configuration not stated) do in these assays?
STK33 kinase inh: -0.1; OX1R antag-1: -3; OX1R antag-2: -6

What do the screens show for `O=C(CSc1nnc(NC(=O)c2c(F)cccc2F)s1)NCc1ccco1`?
STK33 kinase inh: -1.1; OX1R antag-1: 6; OX1R antag-2: 3

What do the screens show for `COC(=O)C1CCCN1S(=O)(=O)c1ccc2ccccc2c1` (configuration not stated)?
STK33 kinase inh: 1.2; OX1R antag-1: 12; OX1R antag-2: -7

What do the screens show for `COc1ccc(OCC(=O)N2CCC3(CC2)CC(=O)c2ccccc2O3)cc1`?
STK33 kinase inh: -0.3; OX1R antag-1: 15; OX1R antag-2: -12

How did CCOc1ccc(-c2ccc(SCC(=O)N3CCOCC3)nn2)cc1 do in these assays?
STK33 kinase inh: -1.5; OX1R antag-1: 17; OX1R antag-2: -5

Results for c1nc(CCO[C@H]2CCCCO2)cc2cc3c(cc12)OCO3 ?
STK33 kinase inh: -0.4; OX1R antag-1: 14; OX1R antag-2: -13

Results for Cc1cc(/C=N/NC(=O)c2ccncc2)c(C)n1-c1cccc(C(F)(F)F)c1 ?
STK33 kinase inh: 0.4; OX1R antag-1: 3; OX1R antag-2: -17
